GSIS activator – GLuc luminescence reporter in INS-1E cells, primary screen for activators of glucose-dependent secretion of insulin; INS-1E GLuc reporter insulin secretion, 2-3 h; activation, % at 16.6 µM; 370,000 tested, 0.61% active;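 active means lowest replicate activation of at least 40%, so every replicate reaches that level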;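 further: 0% = median of neutral control wells and 100% = median of IBMX positive control wells; some compounds called inactive have numbers as strong as hits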
ARNT TACC3 PPI – disruptors of ARNT/TACC3 protein interaction, primary screen, biochemical, AlphaScreen, single concentration; AlphaScreen His-ARNT PAS-B/GST-TACC3 binding, luminescence; TACC3 fragment carries E629A point mutation; AID 623870, 2012; 390,000 tested, 0.66% active; inhibition, % at 9.99 µM;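 active means mean inhibition of replicates at least 50% and at least half of replicates each reaching 50%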;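 further: 0% = complete ARNT plus TACC3 wells and 100% = ARNT alone without TACC3; many hits fall short of the cut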
XiGFP reactiv – activators of inactive X chromosome reactivation, primary screen, imaging, XiGFP fibroblasts, GFP high-content imaging, set 2 | XiGFP mouse fibroblasts, % GFP-positive cells imaging, 3 d; cells co-treated with 5-aza-dC sensitizer; scaled so ellipticine positive control = 100% | activation, % at 7.58 µM | 360,000 tested, 0.055% active;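 active means mean normalized replicate activation at least 10% and every replicate at or above 10%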;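 further: 0% = median of on-plate neutral control wells and 100% = ellipticine 6 µM median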
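Material: XiGFP fibroblasts, SV40-immortalized. Buffer or medium: DMEM plus 5-aza-dC sensitizer. Compound: single concentration per compound, delivered by pin transfer. Times: 3 days compound exposure. Controls: ellipticine 6 µM.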
CFTR F508del cor – F508del CFTR correction, initial screen, CFBE line, single point; CFBE cells, YFP halide quenching; stimulated with forskolin plus potentiator P3; % fluorescence drop versus neutral controls; activity (quench increase), % at 7.58 µM; 350,000 tested, 0.36% active;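 active means mean added fluorescence quench of at least 8% versus neutral control, with both replicates also reaching 8%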;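 further: cells transiently co-express mutant CFTR-F508del with the halide-sensitive YFP; corrector assay measuring rescue of mutant channel to the surface after 24 h compound exposure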
ERp5 inh – inhibitors of ERp5-driven insulin aggregation, primary screen, biochemical, turbidity, absorbance 650 nm, single point. 90 min. Protein disulfide-isomerase A6 (Homo sapiens), Q15084. 350,000 tested, 0.05% active. inhibition, % at 9.99 µM;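 active means mean replicate inhibition above about 25%, with every replicate also reaching it, limit read from the data, passing the limit was not always enough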
Target sequence (Q15084 whole entry, looked up): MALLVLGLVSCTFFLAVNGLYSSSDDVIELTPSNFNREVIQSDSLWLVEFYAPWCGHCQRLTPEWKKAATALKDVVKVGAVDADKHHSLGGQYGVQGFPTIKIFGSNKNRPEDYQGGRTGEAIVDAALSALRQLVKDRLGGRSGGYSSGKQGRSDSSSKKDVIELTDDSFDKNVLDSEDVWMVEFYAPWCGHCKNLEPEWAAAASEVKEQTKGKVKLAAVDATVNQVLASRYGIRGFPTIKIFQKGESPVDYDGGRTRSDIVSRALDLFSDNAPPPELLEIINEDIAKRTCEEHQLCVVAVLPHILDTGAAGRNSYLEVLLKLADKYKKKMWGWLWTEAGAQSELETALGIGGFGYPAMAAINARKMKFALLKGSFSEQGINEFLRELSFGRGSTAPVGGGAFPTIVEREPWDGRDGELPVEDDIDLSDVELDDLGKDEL
DENV2 CPE rescue – inhibitors of DENV2 cytopathic effect, primary screen, cell-based, plate reader, single concentration; AID 651640, 2012; CPE inhibition, % at 9.99 µM; DENV2-infected cells, cytopathic effect rescue; 350,000 tested, 1.7% active; in the data active means CPE inhibition above about 20%, passing the limit was not always enough; tested in BHK-21 cells;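 further: 0% = median of neutral control wells and 100% = median of positive control wells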
EWS-Fli inh – EWS/Fli-driven NR0B1 reporter inhibitors, primary screen, A673 cells, NR0B1 luciferase, luminescence, MLPCN library; viability-normalised; inhibition, % at 12.6 µM; 350,000 tested, 0.67% active;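 active means mean inhibition of at least 50% after viability correction, with every replicate also passing that limit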;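 further: firefly luciferase signal divided by Alamar Blue viability fluorescence both relative to DMSO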
PAX8 reporter – inhibitors of PAX8-driven TPO luciferase reporter, primary screen, RMG-I cells, single concentration; inhibition, % at 12.6 µM; SteadyGlo, 24 h; 360,000 tested, 1.2% active;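 active means mean replicate inhibition at least 60% with every replicate also reaching 60%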;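 further: luciferase light reporting Pax8 driven TPO promoter activity; plate controls were median of neutral control wells for no effect and mitoxantrone controls for full effect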
Active calls of the source: *; · = not tested or not shown; & = joins results of further samples.

SMILES	GSIS activator	ARNT TACC3 PPI	XiGFP reactiv	CFTR F508del cor	ERp5 inh	DENV2 CPE rescue	EWS-Fli inh	PAX8 reporter
C[C@H](C(=O)N(C)C[C@H]1OCc2ccccc2-c2c(n(C)c3ccccc23)C(=O)N([C@@H](C)CO)C[C@@H]1C)c1ccccc1	-24.5	·	0.2	-0.9	-6.2	-6.9	7.7	14.2
CCc1sc(NC(=O)CN2CCC(C(N)=O)CC2)nc1-c1ccccc1	-0.2	0.4	-0.1	0.1	6.8	4.6	2.9	23.4
COc1cccc(-c2sc3ccc(OC)cc3c2C#CC2(O)CCCCC2)c1	·	4.2	0.2	2.0	-6.3	·	-0.4	13.5
COc1ccc(/C=C/C(=O)c2cc3cccc(OC)c3oc2=O)cc1	24.3	3.5	-0.1	1.0	0.1	-4.2	-34.1	9.3
C[C@@H]1CN([C@@H](C)CO)C(=O)CCCn2cc(nn2)CO[C@@H]1CN(C)Cc1ccc2c(c1)OCCO2	2.3	-2.9	0.0	-2.7	13.4	-3.0	-5.5	·
COc1ccccc1C#Cc1ccc([C@@H]2[C@H](CO)N3CCCCN(S(C)(=O)=O)C[C@@H]23)cc1	-2.8	-1.7	0.1	0.8	1.4	-21.2	1.0	8.4
O=C(C[C@@H]1CC[C@H]2[C@@H](COC[C@@H](O)CN2C(=O)Nc2cccc(F)c2)O1)NCCCN1CCOCC1	-17.6	-8.8	0.0	-2.9	-4.8	-8.0	-37.3	-32.1
O=C(COc1ccc2ccccc2c1)Nc1ccccc1C(=O)O	2.7	-4.3	0.0	-0.3	-8.5	9.5	-8.0	-31.3
CCCNC(=O)N[C@@H]1C=C[C@H](CC(=O)NC2CCC2)O[C@H]1CO	7.0	-7.6	0.1	-3.3	-1.6	10.0	-12.7	1.0
O=C(N/N=C/c1ccc2c(c1)OCO2)C1CC1	23.6	-2.9	0.2	-0.1	1.0	5.1	-64.0	-107.1
CC(C)CCNC(=O)CCc1nnc(COc2ccccc2)o1	-11.3	-4.7	0.3	2.1	3.0	-1.3	-1.8	10.7
Cc1cc(N)n(-c2ccc(S(=O)(=O)N3CCOCC3)cc2[N+](=O)[O-])n1	-1.7	-0.1	·	-2.6	1.9	-7.3	-4.5	24.8
NC(=O)Nc1ccc(C(=O)OCC(=O)NCc2ccc3c(c2)OCO3)cc1	-18.1	7.3	-0.1	-0.2	2.0	-2.2	-0.7	-10.4
OC(COc1ccccc1)CN1CCCCC1 (stereo not drawn)	7.3	-5.8	0.2	-1.1	-1.1	5.7	-7.3	2.8
CCCN(C)C[C@H]1Oc2cc(C#Cc3cccnc3)ccc2S(=O)(=O)N([C@H](C)CO)C[C@H]1C	-3.6	-5.9	-1.1	-0.1	-1.3	-7.1	4.8	·
O=C(COc1ncnc2ccccc12)Nc1cc([N+](=O)[O-])ccc1F	21.4	0.3	-0.1	1.3	-2.5	3.6	0.8	-0.7
C[C@H](CO)N1C[C@H](C)[C@H](CN(C)Cc2ccc(Cl)c(Cl)c2)Oc2ccc(NS(=O)(=O)c3ccccc3)cc2CC1=O	-19.7	3.2	0.0	-1.9	-3.8	-8.5	-6.2	21.4
Cc1cc(=O)[nH]c(SCC(=O)NC(c2ccccc2)c2ccccc2)n1	1.0	-1.3	-0.1	2.6	-3.5	-0.5	2.2	-18.5
Cc1ccc(OC(=O)N(C)C[C@H]2OCc3cn(nn3)CCCC(=O)N([C@@H](C)CO)C[C@@H]2C)cc1	18.6&4.6	-3.4&-1.8	0.0&0.3	3.3&0.5&-0.3	9.0&-1.6&-1.3	1.5&-14.9&-0.6	2.3&-0.8&-2.1	-9.5&8.7
O=c1[nH]c2ccccc2nc1/C=C/c1ccccc1	8.2	-20.9	1.2	-0.7	0.2	-2.6	-75.5	-123.5
CCCCCCN1CCN(C2CN(Cc3ccc([N+](=O)[O-])cc3)S(=O)(=O)C2)CC1 (stereo not drawn)	-14.9	·	0.1	6.5	-2.1	-1.3	15.0	7.5
CN(C)S(=O)(=O)c1ccc(NC(=O)CSc2nc3ccccc3n2-c2ccccc2)cc1	-24.8	-3.5	0.0	·	·	·	·	35.4
Cc1ccc(NC(=O)CSc2sc3c(O)cc(=O)[nH]c3c2C#N)c(F)c1	4.3	-2.9	0.1	-1.4	2.7	-2.6	-5.5	-12.0
O=C(O)CC(NC(=O)C(c1ccccc1)c1ccccc1)c1ccc(F)cc1 (stereo not drawn)	16.5	-13.1	0.1	-3.0	-3.6	-6.3	-4.5	-0.6
CC1(C)CC(=O)C2=C(C1)OC1OC(=O)CC21C (stereo not drawn)	-5.8	1.6	0.0	·	3.0	0.8	-3.0	-21.7
CC(=O)c1ccc(NC(=O)NC2CCCc3ccccc32)cc1 (stereo not drawn)	2.2	-1.2	0.2	1.6	4.9	-0.7	-21.8	-7.2
Cc1ccc(S(=O)(=O)NCC[C@@H]2CC[C@@H](NC(=O)CCN3CCCCC3)[C@H](CO)O2)cc1	-5.0	-0.4	0.5	0.7	0.2	-10.3	0.4	1.8
C[C@@H](O)C#Cc1ccc2c(c1)O[C@@H](CN(C)C(=O)Cc1ccccn1)[C@@H](C)CN([C@@H](C)CO)S2(=O)=O	35.3	-0.7	0.3	1.0	-3.3	-3.3	-6.8	·
C[C@@H]1CN([C@@H](C)CO)C(=O)c2cc(NC(=O)Nc3ccc(F)cc3)ccc2O[C@@H]1CN(C)S(=O)(=O)c1cccs1	-5.1	-4.0	-0.1	-1.1	-0.1	-0.5	0.9	·
N#Cc1ccccc1S(=O)(=O)N1CCN(C(=O)CCNS(=O)(=O)c2ccc(Cl)cc2)CC1	-12.2	-6.7	0.0	1.2	-0.2	-0.4	-7.2	8.1
O=C(NCc1ccccc1)C(c1ccccc1)N(Cc1ccccc1)C(=O)Cc1ccccc1 (stereo not drawn)	·	0.9	·	-6.6	-4.2	-4.7	71.3*	78.7*
Cc1noc(C)c1CSCC(=O)Nc1cc(C(F)(F)F)ccc1N1CCOCC1	-9.0	-6.6	0.0	-0.5	·	2.8	-4.4	16.2
C[C@H](CO)N1C[C@H](C)[C@@H](CN(C)C(=O)NC2CCCCC2)Oc2ccc(NC(=O)CCN3CCOCC3)cc2C1=O	-1.2	-6.5	0.0	-2.2	-3.7	-14.8	-2.2	-25.3
CCCc1cc(=O)[nH]c(SCC(=O)Nc2ccc([N+](=O)[O-])cc2C#N)n1	11.5	1.7	·	-1.3	3.6	1.6	5.6	-11.4
O=C(CN1CCC(C(=O)c2ccc3c(c2)OCCO3)CC1)NCc1ccc(F)cc1	9.9	0.8	0.0	2.9	0.4	-2.0	6.3	5.8
COCCNC(=O)C[C@@H]1CC[C@H]2[C@@H](COC[C@H](O)CN2S(=O)(=O)c2ccccc2C)O1	0.7	9.2	0.0	-0.1	4.7	-2.4	-5.7	-15.1

Single records, as listed above. Order of values: GSIS activator, ARNT TACC3 PPI, XiGFP reactiv, CFTR F508del cor, ERp5 inh, DENV2 CPE rescue, EWS-Fli inh, PAX8 reporter
`O=C(CN1CCC(C(=O)c2ccc3c(c2)OCCO3)CC1)NCc1ccc(F)cc1` is listed as 9.9, 0.8, 0.0, 2.9, 0.4, -2.0, 6.3, 5.8
`C[C@H](CO)N1C[C@H](C)[C@@H](CN(C)C(=O)NC2CCCCC2)Oc2ccc(NC(=O)CCN3CCOCC3)cc2C1=O` is listed as -1.2, -6.5, 0.0, -2.2, -3.7, -14.8, -2.2, -25.3
`Cc1ccc(S(=O)(=O)NCC[C@@H]2CC[C@@H](NC(=O)CCN3CCCCC3)[C@H](CO)O2)cc1` is listed as -5.0, -0.4, 0.5, 0.7, 0.2, -10.3, 0.4, 1.8
`COCCNC(=O)C[C@@H]1CC[C@H]2[C@@H](COC[C@H](O)CN2S(=O)(=O)c2ccccc2C)O1` is listed as 0.7, 9.2, 0.0, -0.1, 4.7, -2.4, -5.7, -15.1
`Cc1noc(C)c1CSCC(=O)Nc1cc(C(F)(F)F)ccc1N1CCOCC1` is listed as -9.0, -6.6, 0.0, -0.5, ·, 2.8, -4.4, 16.2

The list goes on.
SMILES	GSIS activator	ARNT TACC3 PPI	XiGFP reactiv	CFTR F508del cor	ERp5 inh	DENV2 CPE rescue	EWS-Fli inh	PAX8 reporter
N#Cc1ccc(-c2ccc([C@H]3[C@@H](CO)N4CCCCN(C(=O)Nc5ccc(F)cc5)C[C@@H]34)cc2)cc1	-1.1	·	0.0	2.1	7.9	-9.5	0.4	-8.8
C[C@H](CO)N1C[C@H](C)[C@@H](CN(C)C(=O)CN(C)C)Oc2ncc(C#CC(C)(C)O)cc2C1=O	4.8	-2.0	0.4	-4.3	-1.4	-9.6	-6.3	·
CCN(CC)C(=O)Cn1c(=O)n(CCC(=O)Nc2ccc(F)cc2)c(=O)c2sccc21	11.0	3.1	0.0	0.0	-2.7	-4.2	·	-0.4
Cc1nc(N2CCN(c3ccccn3)CC2)c2c(C)c(C(=O)Nc3ccc(F)cc3F)sc2n1	-0.4	2.2	0.1	1.7	2.6	0.3	6.6	11.7
CC1=CN(S(=O)(=O)c2ccc(C)cc2)C[C@@H]2c3ccccc3N(S(=O)(=O)c3ccc(C)cc3)[C@H]12	-1.7	-9.5	0.0	-0.1	-8.6	-1.1	-7.7	13.7
O=C(N/N=C/c1ccc(Br)s1)c1cccc([N+](=O)[O-])c1	37.9	1.2	0.0	·	·	·	·	5.5
COc1cccc(CNC(=O)CCn2c(=O)c3cccn3c3cccnc32)c1	2.7	-2.8	0.0	0.3	-3.1	1.1	-16.4	24.5
Cc1cccc(OCCCC(=O)N2CCCc3ccccc32)c1C	-31.5	-19.8	·	-0.4	-1.7	·	23.0	·
Nc1ccn(CC(=O)N2CCN(c3ccccn3)CC2)c(=O)n1	17.2	-44.7	-0.2	2.2	-1.6	18.2	1.6	7.3
C[C@H](CO)N1C[C@H](C)[C@H](CN(C)C(=O)Nc2cccc(F)c2)Oc2ncc(C3=CCCC3)cc2C1=O	-22.6	-3.1	0.7	-2.1	1.1	-5.6	-2.4	10.5
C[C@H](CO)N1C[C@H](C)[C@H](CN(C)C(=O)NC2CCCCC2)OCCCC[C@H](C)Oc2ccc(NC(=O)CCC(F)(F)F)cc2C1=O	-15.5	-0.4	-0.3	0.9	8.2	-2.2	-9.1	-12.1
CC12C=CC(=O)C=C1CCC1C2C(O)CC2(C)C1CCC2(O)C(=O)CO (stereo not drawn)	·	-3.6	0.0	1.4	-4.1	-10.1	-5.1	-14.6
CCCn1c(N)c(NCCN2CCOCC2)c(=O)n(CC(=O)NCc2ccccc2)c1=O	-3.2	-6.8	0.0	-3.6	2.9	11.6	-2.8	-13.5
CC(=O)Nc1cccc(-c2ccnc3c2CC(C(=O)NCc2cccc(Cl)c2)O3)c1 (stereo not drawn)	-16.8	·	0.0	-0.7	-1.9	-4.8	63.1*	34.0
O=C(NCc1ccc(Cl)cc1)[C@@H]1CCCN1S(=O)(=O)c1ccc(Cl)cc1	0.4	-41.9	0.0	-3.1	-0.2	0.2	-2.1	11.8
O=C(COC(=O)Cc1cccc(C(F)(F)F)c1)Nc1ccc2c(c1)OCCO2	-3.3	-5.7	0.0	0.0	2.0	·	-9.9	9.9
COc1cccc(NC(=O)N2CC3(C2)[C@H](c2ccccc2)[C@H](CO)N3C(=O)C2CC2)c1	-24.3	·	0.0	-0.4	-2.5	-3.8	2.0	·

High-throughput results: PubChem BioAssay, Broad Institute
